# High-throughput results deposited in PubChem BioAssay by several laboratories.
# CHOP inh: CHOP inhibition in unfolded protein response | CHO-K1 CHOP-promoter luciferase, tunicamycin-induced, 15-18 h | inhibition, % at 10 µM | 220,000 compounds, 3.8% hits | AID 2732;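 active = compounds that reduced the stress-induced luciferase reporter signal by more than about 70% of percent inhibition, limit read from the data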;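 also: 0% = tunicamycin plus vehicle and 100% = wells without tunicamycin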
# NPY-Y2 PAM-ag: potentiators or agonists of human neuropeptide Y receptor Y2. cells expressing NPY-Y2, potentiator/agonist read-out. 220,000 compounds, 0.45% hits. activation, % at 3.6 µM. P49146; in the data active = activation above about 27%;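 also: cells stimulated with NPY near EC25 plus isoproterenol at EC100; 0% = vehicle plus submaximal agonist and 100% = vehicle plus saturating agonist; some results beyond the cut were filed as inactive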
# Target sequence (P49146 whole entry, looked up): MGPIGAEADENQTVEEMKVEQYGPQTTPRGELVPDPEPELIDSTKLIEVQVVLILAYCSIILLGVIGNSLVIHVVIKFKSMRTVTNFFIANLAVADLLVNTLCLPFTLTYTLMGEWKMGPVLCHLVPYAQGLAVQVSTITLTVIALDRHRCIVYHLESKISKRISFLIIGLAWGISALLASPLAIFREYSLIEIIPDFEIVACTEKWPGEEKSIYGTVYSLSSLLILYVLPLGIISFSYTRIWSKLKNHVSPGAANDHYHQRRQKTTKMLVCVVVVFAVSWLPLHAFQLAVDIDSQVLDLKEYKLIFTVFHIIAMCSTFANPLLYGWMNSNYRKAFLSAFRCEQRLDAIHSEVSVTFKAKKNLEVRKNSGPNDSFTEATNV
# EP2 modulator: modulators of human EP2 prostaglandin E2 receptor; 260,000 compounds, 0.83% hits; EP2-expressing cells, cAMP HTRF FRET, PGE2 co-stimulation; induction, % at 25 µM; AID 940; P43116;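 active = compounds whose cAMP rise, as percent of the full-agonist control response, exceeds 60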;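 also: rat C6 glioma line stably carrying human EP2 under a CMV promoter; the protocol text gives 20 µM as final concentration; 100% = response of wells given 1 µM PGE2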
# Target sequence (P43116 whole entry, looked up): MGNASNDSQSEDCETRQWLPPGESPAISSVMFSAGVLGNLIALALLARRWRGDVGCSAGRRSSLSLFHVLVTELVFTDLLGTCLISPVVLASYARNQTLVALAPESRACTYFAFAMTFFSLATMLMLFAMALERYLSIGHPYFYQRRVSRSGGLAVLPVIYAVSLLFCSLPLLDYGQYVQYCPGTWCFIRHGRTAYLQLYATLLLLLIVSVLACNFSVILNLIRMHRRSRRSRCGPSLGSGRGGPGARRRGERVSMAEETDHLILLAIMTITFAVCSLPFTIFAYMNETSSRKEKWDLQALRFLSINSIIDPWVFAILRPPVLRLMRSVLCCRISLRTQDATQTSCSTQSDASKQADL
# S1P4 ag: human S1P4 receptor agonism; O95977; S1P4-expressing cell line, agonist reporter assay; activation, % at 4.98 µM; 220,000 compounds, 0.35% hits; AID 1509; in the data active = activation above about 11%;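 also: 0% = DMSO vehicle and 100% = reference agonist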
# S1P4 antag: antagonists of human S1P4 receptor; S1P4-expressing cells, antagonist mode, reporter read-out; inhibition, % at 4.98 µM; O95977; 220,000 compounds, 0.26% hits; in the data active = inhibition above about 29%;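 also: 0% = wells stimulated with agonist and 100% = vehicle wells without agonist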
# zfTRPN1 agonist: activates the zebrafish TRPN1 channel | HEK293 zebrafish TRPN1-YFP, Fluo-8 calcium fluorescence; 100% = response to 87 µM carbachol | activation, % at 3 µM | 220,000 compounds, 0.18% hits;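 active = activation above its plate's cutoff, the mean activation of test wells on that plate plus 3 SD, cut at about 19% in these data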;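 also: 0% = DMSO alone and 100% = 87 µM carbachol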
#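 Control set: carbachol 87 µM as high control, DMSO as low control; system: HEK293 stable line with zebrafish TRPN1-YFP; read-out: % activation versus carbachol response; detection: intracellular calcium fluorescence with Fluo-8; doses: single test compound dose, 3 µM nominal, 0.3% DMSO; schedule: dye 1 h 37 °C plus 30 min RT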
# TRPML3 agonist: agonists of human TRPML3 channel. HEK293 TRPML3-YFP, Fluo-8 calcium fluorescence; 100% = the carbachol control signal. activation, % at 3 µM. 220,000 compounds, 0.29% hits. AID 1448;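 active = activation above its plate's cutoff, the mean activation of the plate's test wells plus 3 SD, cut at about 12% in these data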;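 also: 0% = DMSO only wells and 100% = carbachol wells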
#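 Test system: HEK293 cells stably carrying human TRPML3-YFP; Doses: single dose, 3 µM final nominal compound, 0.3% DMSO final; Schedule: dye loading 1 h 37 °C then 30 min ambient, 125 s read; Technique: Fluo-8 calcium fluorescence; Benchmarks: high control carbachol 87 µM, low control DMSO.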
# NPY-Y1 PAM-ag: human NPY-Y1 potentiation or agonism, primary screen. NPY-Y1 expressing cells, potentiator/agonist activation. 220,000 compounds, 0.37% hits. activation, % at 3.6 µM; in the data active = activation above about 33%, passing the limit was not always enough;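 also: cells stimulated with NPY at EC10 then isoproterenol at EC100; 0% = low agonist plus stimulus and 100% = saturating agonist plus stimulus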
# NPY Y1 blocker: NPY-Y1 (human) receptor antagonism. inhibition, % at 3.6 µM. P25929. 200,000 compounds, 1% hits. HEK293-CNG Y1 cells, membrane potential fluorescence; NPY at EC95, then isoproterenol;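 active = inhibition above the campaign mean inhibition of all tested compounds plus 3 SD, cut at about 20% in these data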;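 also: 0% = DMSO wells given NPY plus isoproterenol and 100% = isoproterenol alone without NPY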
#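 Test system: HEK293 cells co-expressing NPY Y1 receptor and cyclic-nucleotide gated channel; Also added: NPY (25 nM), isoproterenol (1 µM), Ro 20-1724 (25 µM); Compound dosing: one concentration, 3.6 µM, in 0.4% DMSO; Timing: dye 3 h, compound 60 min room temperature, stimulation 45 min; Technique: Membrane-potential fluorescent dye readout.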
# Numbers without * were called inactive; / = not tested or not shown; & = joins results of further samples.
entry	SMILES	CHOP inh	NPY-Y2 PAM-ag	EP2 modulator	S1P4 ag	S1P4 antag	zfTRPN1 agonist	TRPML3 agonist	NPY-Y1 PAM-ag	NPY Y1 blocker
1	COc1ccc(N2CCN(C(=O)c3ccc(Cl)c(S(=O)(=O)N4CCCC4)c3)CC2)cc1	9	0	-11	-1.6	-4	1.5	0.3	-10	-5
2	Cc1ccc(/C=C(\C#N)C(=O)Nc2ccccn2)o1	2	13	1	-1.9	0	0.3	0.2	12	0
3	C/C(=N\N=C1\NC(=O)C(Cc2ccccc2)S1)c1ccccc1 (stereo not given)	-3	-17	35	1.6	-1	-0.6	0.0	-13	0
4	CCCC(=O)Nc1sc(C)c(-c2ccc(OC)cc2)c1C#N	-4	9	8	-1.1	3	1.0	-0.2	1	6
5	c1ccc(CSc2nnc3c4ccccc4c4ccccc4c3n2)cc1	4	-10	25&20	-1.1	2	1.6	0.7	15	/
6	COc1ccccc1NC(=O)Nc1sccc1-c1nc2ccccc2s1	1	-8	40	1.1	-5	0.1	0.0	-4	/
7	CC1CN(c2ncnc3c2oc2ccccc23)CC(C)O1 (stereo not given)	24	-9	17	1.9	-10	0.9	11	4	7
8	O=C(O)c1ccccc1Nc1ccc([N+](=O)[O-])cc1C(=O)O	3	0	8	1.1	0	-0.1	1.0	9	/
9	O=C(CN1CCN(Cc2ccccc2F)C1=O)NCc1cccnc1	-2	6	19	0.6	-6	0.5	0.9	-4	-3
10	O=C(CN1CCCC1)Nc1ccc(-c2nc3cc(NC(=O)CN4CCCC4)ccc3o2)cc1	-34	-17	-60	-0.5	7	1.5	0.4	-61	17
11	O=C(O)c1ccccc1C(=O)Nc1ccc(-n2nccc2C(F)(F)F)cc1	8	1	-21	1.9	-5	0.2	-0.3	2	/
12	O=C(/C=C/c1ccc(Cl)cc1Cl)N1CCN(c2ccccc2[N+](=O)[O-])CC1	-20	2	-43	-2.0	-18	-0.6	0.2	-2	-4
13	COc1ccc(CCNC(=O)c2ccc(CS(=O)(=O)c3ccc(C)cc3)o2)cc1OC	-17	2	-59	-2.1	-10	6.8	2.6	-2	4
14	CC(=O)NNC(=S)NC(=O)c1cccc([N+](=O)[O-])c1	32	0	21	0.6	-6	0.5	0.7	-23	3
15	CCN(CCS(=O)(=O)c1ccc(Cl)cc1)C(=O)Nc1ccc(Cl)cc1	20	4	-30	-1.2	-5	-2.4	-0.6	15	/
16	Fc1ccc2[nH]c3c(Cl)ncnc3c2c1	-18	-8	-15	0.1	15	0.2	1.0	13	-7
17	CC(C)CCNC(=O)[C@H](CSCc1ccccc1)N1Cc2ccccc2C1=O	25	11	44	-1.4	12	-1.6	-1.3	-14	0
18	CCCCCCCNC(=O)c1ccc(N2CCC3(CC2)OCCO3)c([N+](=O)[O-])c1	50	-2	-10	0.7	-4	-0.6	-0.5	-19	12
19	CCN(CC)S(=O)(=O)c1cccc(C(=O)N[C@H](C(=O)Nc2nc3ccc(F)cc3s2)C(C)C)c1	27	-3	12	-1.0	-4	1.0	0.7	9	-5
20	CC1=NN(S(=O)(=O)c2ccc(Cl)cc2Cl)C(=O)c2ccccc2O1	11	-2	-15	-2.1	3	-1.0	0.1	14	/
21	O=C(COc1ccccc1C(=O)NCc1ccccn1)Nc1ccc(Br)cc1	-15	-12	-7	-0.6	-7	4.6	1.0	-13	-5
22	Cc1cc(C)c(S(=O)(=O)N(C)c2ccccc2)c(C)c1	12	-3	53	0.7	-8	-2.5	1.4	3	1
23	CCCS(=O)(=O)N1CCN(c2ccccc2F)CC1	15	9	-25	1.6	-6	0.2	0.5	6	7
24	CN(C)Cc1c(O)ccc2occ(C(=O)c3ccccc3)c12	-20	-1	-3	-3.7	0	-1.2	0.8	-4	8
25	Cn1c(=O)c2c(SCc3ccccn3)nc(-c3ccccc3)nc2n(C)c1=O	/	-23	/	-1.5	-6	0.3	0.3	6	-1
26	CC(C(=O)NCc1ccccc1)N1C(=O)C2CC=C(Cl)CC2C1=O (stereo not given)	-6	14	9	0.1	-17	0.0	0.6	-9	3
27	COC(=O)CN(c1ccccc1)S(=O)(=O)c1ccc(F)cc1	9	-5	7	1.2	-24	-0.5	-0.3	4	-2
28	Cc1cccn2c(CN(C)CC3CCCCO3)c(C(=O)N3CCCCC3)nc12 (stereo not given)	-5	-21	-20	-2.5	18	0.8	0.7	-12	14
29	O=c1c2ccccc2nc(-c2ccco2)n1/N=C/c1ccco1	43	6	0	0.1	-16	0.2	0.0	1	4
30	CC1CCN(C2CC(=O)N(c3ccc(Br)cc3Br)C2=O)CC1 (stereo not given)	13	-5	6	-0.3	11	-2.1	-0.4	21	/
31	COc1ccc2[nH]c(=O)c(COC(=O)c3ccco3)cc2c1	10	-20	-12	-0.4	-1	1.6	-0.3	-6	1
32	Cc1ccc(Cn2ccc(NC(=O)c3noc4c3CCCCC4)n2)cc1	25	6	-12	-0.8	-4	1.8	1.8	-18	3
33	O=C1CCCc2nc(N3CCCCC3)sc21	11	11	21	-1.9	-14	-1.2	-0.5	-30	1
34	CNC(=S)N(CCc1c(C)[nH]c2ccc(C)cc12)Cc1cccs1	15	31*	-9	2.7	-7	-0.3	-0.8	43*	-9
35	O=C(N/N=C1/CC2C=CCC12)c1ccco1 (stereo not given)	7	0	13	0.2	-6	1.6	0.3	7	-6
36	O=C(Nc1ccccc1C(=O)O)c1ccc(NC(=O)c2ccc(Br)o2)cc1	31	16	-17	3.0	-8	-0.3	0.4	35	4
37	O=C1CS/C(=N\N=C\c2ccccc2Cl)N1CC1CC1	5	-15	-4	2.2	-14	-1.5	0.2	-13	/
38	COc1cc(NC(=O)c2ccco2)c(C(=O)O)cc1OC	3	-20	-1	-0.6	-12	1.9	0.4	-18	3
39	CCOc1ccc2sc(NS(=O)(=O)c3ccc(N)cc3)nc2c1	5	-14	-4	0.4	-2	1.1	-0.2	15	/
40	CCN(CC)S(=O)(=O)c1cc(NS(=O)(=O)c2c(Cl)cccc2Cl)ccc1C	10	10	27	3.5	-1	-2.5	-0.5	24	1
41	Cc1nc(C(=O)N(C)C)nn1-c1ccc(Cl)cc1Cl	4	6	10	-0.6	7	0.3	-0.1	1	-1
42	O=C(O)C1CCN(c2ccc(Cl)nn2)CC1	-1	4	23	-0.8	3	-0.6	0.0	16	3
43	CCN(CCNC(=O)Cn1cc2c(n1)CCCC2)c1ccccc1	-10	-10	7	-0.2	1	-1.9	0.2	8	4
44	O=C(CSc1nccc(-c2cccs2)n1)Nc1cccc(Cl)c1Cl	15	-9	-32	-0.8	-28	0.6	-0.2	-45	/
45	CCCCC(CCCCl)C(=O)Nc1ccccc1 (stereo not given)	-9	-1	-30	-0.6	-1	-1.5	0.3	8	20
46	COc1ccccc1C(=O)C1CCCN(C(=O)c2cc(CC(C)C)nc(C)n2)C1 (stereo not given)	3	-16	1	-0.1	4	0.9	0.1	2	-5
47	CCCCn1c(SCC(=O)NCc2ccco2)nc2ccccc2c1=O	8	2	10	-3.2	-1	-1.1	-0.9	-9	8
48	CCCCn1c(=O)cc(O)c2ccccc21	5	-13	-8	1.1	3	1.2	-1.3	-17	2
49	COC(=O)c1ccc2c(=O)n(CCN3CCOCC3)c(=S)[nH]c2c1	-23	6	2	-1.2	4	0.3	0.8	16	-6
50	Cc1cc(Cl)ccc1NC(=O)Cn1cncn1	-12	6	-14	0.9	-4	0.8	0.7	-15	-2
51	CSc1ccccc1NC(=O)CSCc1ccc(Br)cc1	51	-20	52	1.7	-1	-1.5	-1.1	-23	27*
52	CC(C)Oc1ccc2c(c1)OC(c1ccccc1)(C(F)(F)F)NC2=O (stereo not given)	66	13	20	-1.7	-5	-0.9	-0.2	-13	3
53	COc1ccc(C(CNC(=O)COc2ccc(Br)cc2F)N2CCCC2)cc1 (stereo not given)	16	-8	-33	-1.1	0	-0.1	1.1	-13	2
54	O=C(OCC1COc2ccccc2O1)c1c(F)cccc1F (stereo not given)	-2	-13	-3	-0.2	1	-0.6	1.2	-22	0
55	COc1ccc(N=C2NC(=O)/C(=C\C=C\c3ccco3)S2)cc1	44	10	-55	-0.2	-20	-0.9	-0.5	-8	4
56	COc1ccc(CCNC(=S)Nc2ccc(C)cc2C)cc1	31	1	-5	-2.1	-10	-3.4	-0.6	-31	5
57	CCNC(=O)NC(=O)C(C)On1nnc2ccc(S(=O)(=O)N(CC)CC)cc21 (stereo not given)	13	6	2	3.4	-29	-0.2	0.1	-15	-4
58	CCOC(=O)N1CCN(C(=O)c2cc3sccc3n2C)CC1	68	2	18	-0.6	-18	-1.6	-0.7	19	3
59	C[N+]1(CC(=O)OCCCc2ccccc2)CCCC1	-3	4	21	-0.5	-6	-0.1	0.2	4	-2
60	COc1ccc(C(=O)NC2CCN(C(=S)NCc3ccco3)CC2)cc1	6	-11	-30&5	-1.7	-23	0.5	1.0	5	-4

# 4 of the entries above in order of their number in NPY-Y2 PAM-ag, falling.
No.	structure	NPY-Y2 PAM-ag
34	CNC(=S)N(CCc1c(C)[nH]c2ccc(C)cc12)Cc1cccs1	31*
33	O=C1CCCc2nc(N3CCCCC3)sc21	11
15	CCN(CCS(=O)(=O)c1ccc(Cl)cc1)C(=O)Nc1ccc(Cl)cc1	4
47	CCCCn1c(SCC(=O)NCc2ccco2)nc2ccccc2c1=O	2

# Ordered by number of heavy atoms (descending): 4 of the compounds above.
entry	SMILES	CHOP inh	NPY-Y2 PAM-ag	EP2 modulator	S1P4 ag	S1P4 antag	zfTRPN1 agonist	TRPML3 agonist	NPY-Y1 PAM-ag	NPY Y1 blocker
53	COc1ccc(C(CNC(=O)COc2ccc(Br)cc2F)N2CCCC2)cc1 (stereo not given)	16	-8	-33	-1.1	0	-0.1	1.1	-13	2
44	O=C(CSc1nccc(-c2cccs2)n1)Nc1cccc(Cl)c1Cl	15	-9	-32	-0.8	-28	0.6	-0.2	-45	/
41	Cc1nc(C(=O)N(C)C)nn1-c1ccc(Cl)cc1Cl	4	6	10	-0.6	7	0.3	-0.1	1	-1
48	CCCCn1c(=O)cc(O)c2ccccc21	5	-13	-8	1.1	3	1.2	-1.3	-17	2
